# Assay outcomes deposited in PubChem BioAssay by National Center for Advancing Translational Sciences (NCATS).
# MLL CXXC-DNA inh = qHTS Fluorescence Polarization Assay for Inhibitors of MLL CXXC domain - DNA interaction. Potency, µM (highest dose often 115 µM), for the others: top-dose activity change, negative = inhibition, hits mostly inhibitors. 290,000 compounds, 0.037% hits. AID 2662, 2010. Histone-lysine N-methyltransferase 2A (Homo sapiens), Q03164. MLL-CXXC / FITC-HOXA9 DNA fluorescence polarization; active means well fitted inhibition curve with a large enough effect in the polarisation, with a control signal flat, not every such curve was filed as active; inconclusive means small, poorly fitted or top-dose-only effect, or effect the other way, or a change in a side signal; inactive means no such curve, though single readings can be large or run the other way; the % refers to the polarisation; further: potency means the concentration at half of the fitted maximal effect
#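 Steps: dispense CXXC domain solution (7 uM) → pin compounds or unlabeled HOX-A9 DNA control → 5 min ambient → add FLSN-HOX-A9 solution (50 nM) → spin → 30 min ambient → fluorescence polarization. Tris pH 7.5/NaCl/DTT/BSA buffer.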
# Chronic BCR inh = qHTS Assay to Find Inhibitors of Chronic Active B-Cell Receptor Signaling; ABC-DLBCL IkBa-CBG/CBR reporter, luminescence ratio, 4 h; AID 493014, 2011; Potency, µM (highest dose often 46.1 µM), without a hit: at the highest dose ratio change, negative = lower green/red ratio, most hits filed as inhibitors; 340,000 compounds, 0.05% hits; active means well fitted inhibition curve with a large enough effect in the signal ratio, with a control signal flat, not every such curve was filed as active; inconclusive means small, poorly fitted or top-dose-only effect, or effect the other way, or a change in a side signal; the % refers to the signal ratio;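 further: potency means the concentration at half of the fitted maximal effect; plate controls were basal doxycycline-induced cells for no effect and cells given 10 µM MG132 for full effect; MG132 reads +100%, hits lower the ratio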
#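 Concentration-response series (up to 46 uM) were applied to TMD8 dual-reporter cells for 4 h at 37C with doxycycline. Green/red ratio, after filter-overlap correction, defined %Activity; red signal alone was normalised to basal cells and zero luminescence.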
# GALK inhibitor = qHTS Assay for Inhibitors of Human Galactokinase (GALK). 270,000 compounds, 0.007% hits. AID 1868, 2009. P51570. Purified GALK, Kinase-Glo residual ATP luminescence. Potency, µM (top dose mostly 57.5 µM), for the others: top-dose activity change, negative = inhibition, most hits filed as inhibitors; further: potency means the concentration at half of the fitted maximal effect; on the % scale 0 is the no-effect control and ±100 the full control effect
#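 ATP-depletion format; final 35 uM ATP, 100 uM D-galactose, 5 nM enzyme; pH 8.0 HEPES/Mg2+ buffer; 60 min RT; luminescence read 10 min after detection reagent.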
# TCR act = Activators of T cell receptors: qHTS campaign; Potency, µM (highest dose often 9.22 µM), for inactives: at the top dose activation of IL-2 secretion, most hits filed as activators; 330,000 tested, under 10 active; primary human leukocytes, anti-CD3, IL-2 HTRF, 48 h; further: % of control where 0% means no effect
#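 Using a-CD3 beads without co-stimulation, primary human leukocytes were exposed to compounds for 48 hr. An HTRF IL-2 kit measured the cytokine, with europium-to-d2 energy transfer producing emission at 665nm upon 320nm excitation.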
# TSHR antagonist = Antagonists of the Thyroid Stimulating Hormone Receptor: HTS campaign | Thyrotropin receptor (Homo sapiens), P16473 | TSHR-expressing cells, TSH-stimulated cAMP HTRF, 2 h; stronger effect = lower value | activity change, negative = inhibition, % at 11.5 µM | 330,000 compounds, 0.2% hits | AID 504810, 2011;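 active means activity change below a set negative limit, meaning inhibition stronger than a set level, cut at about -70% in these data; inconclusive means activity change between two set negative limits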; further: on the % scale 0 is the no-effect control and ±100 the full control effect
# Target sequence (P16473 whole entry, looked up): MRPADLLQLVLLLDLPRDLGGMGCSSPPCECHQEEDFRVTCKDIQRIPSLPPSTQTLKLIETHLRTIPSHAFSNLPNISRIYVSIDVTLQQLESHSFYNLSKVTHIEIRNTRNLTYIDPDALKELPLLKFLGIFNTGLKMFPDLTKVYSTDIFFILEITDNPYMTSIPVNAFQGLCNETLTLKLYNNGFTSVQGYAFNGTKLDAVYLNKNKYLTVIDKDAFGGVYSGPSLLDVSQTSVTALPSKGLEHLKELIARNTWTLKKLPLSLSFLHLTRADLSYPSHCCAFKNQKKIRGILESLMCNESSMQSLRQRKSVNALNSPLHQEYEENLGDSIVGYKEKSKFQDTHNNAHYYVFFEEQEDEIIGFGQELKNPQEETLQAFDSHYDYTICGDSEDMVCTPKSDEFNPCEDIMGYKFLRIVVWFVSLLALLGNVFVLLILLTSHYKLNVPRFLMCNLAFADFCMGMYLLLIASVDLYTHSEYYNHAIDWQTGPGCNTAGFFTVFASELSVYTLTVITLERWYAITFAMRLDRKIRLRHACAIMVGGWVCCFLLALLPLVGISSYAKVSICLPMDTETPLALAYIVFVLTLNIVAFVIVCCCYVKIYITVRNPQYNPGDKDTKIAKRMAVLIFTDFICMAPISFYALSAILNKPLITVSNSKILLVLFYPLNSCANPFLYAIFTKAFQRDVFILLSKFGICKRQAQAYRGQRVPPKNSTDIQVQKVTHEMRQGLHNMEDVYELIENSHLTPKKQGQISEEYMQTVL
#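 TSHR-expressing cells, 200/well, pre-treated with compound, then stimulated with EC80 TSH (4nM final) for 2 hours at 37 deg C. cAMP measured by competitive HTRF: anti-cAMP cryptate antibody in lysis buffer plus cAMP-d2, read after 30 minutes at room temperature.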
# Tb PFK block = qHTS Assay to Find Inhibitors of T. brucei phosphofructokinase; ATP-dependent 6-phosphofructokinase (Trypanosoma brucei brucei), O15648; T. brucei PFK, ADP-Glo luminescence; Potency, µM (highest dose often 57.5 µM), for the others: at the highest dose activity, negative = inhibition, most hits filed as inhibitors; 330,000 compounds, 0.17% hits;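 further: potency means the concentration at half of the fitted maximal effect; 0% = uninhibited 1x PFK enzyme wells and -100% = no-enzyme wells; nearly all actives have a fitted effect of over 60% in size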
#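 Activity is normalized to no-enzyme wells (full inhibition) and 1.25 nM enzyme wells (no inhibition). Reaction: 0.5 mM F6P, 0.1 mM ATP, 45 min RT, ADP-Glo luminescence; concentration-response curves fitted and classed by quality.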
# hERG WT inh = qHTS for Inhibitors of KCHN2 3.1: Wildtype qHTS. AID 720551, 2013. U2OS, BacMam KCNH2, thallium flux FluxOr; stronger effect = lower value. activity change, % at 1.84 µM. 340,000 compounds, 0.37% hits. Voltage-gated inwardly rectifying potassium channel KCNH2 (Homo sapiens), Q12809;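 active means maximum activity change below -70%; inconclusive means maximum activity change between -70% and -50%; inactive means maximum activity change above -50%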; further: on the % scale 0 is the no-effect control and ±100 the full control effect
#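 U2OS cells were transduced with wild-type KCNH2 virus (2.03 x 10^8 / mL) for 4 h at room temperature, then cultured overnight at 37 C. Thallium flux was read with FluxOr dye. Rate constants were normalized to DMSO controls.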
# Coupling enz = qHTS Assay for Inhibitors of Fructose-1,6-bisphosphate Aldolase from Giardia Lamblia: Coupling assay counterscreen | coupling enzyme system counterscreen, AmpLite Red fluorescence | activity change, negative = inhibition, % at 58.2 µM, hits read low | 290,000 compounds, 0.67% hits | AID 2472, 2010; in the data active means activity change below about -30%; further: on the % scale 0 is the no-effect control and ±100 the full control effect
#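 First, compound is pin-transferred into glyceraldehyde-3-phosphate coupling-enzyme reagent at 57.5 uM final and held 10 min at RT. Next, substrate, coupling system and AmpLite Red are added. After 20 min RT, fluorescence (525/598 nm) is read.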
# AT treatment = qHTS Assay for Identifying a Potential Treatment of Ataxia-Telangiectasia. Potency, µM (series often up to 57.5 µM), without a hit: top-dose activation, most hits filed as activators. 320,000 compounds, 0.19% hits. […] A-T fibroblasts, KAP-1 phosphorylation AlphaLISA; neocarzinostatin DNA damage 30 min before lysis; further: potency means the concentration at half of the fitted maximal effect; % of control where 0% means no effect; nearly all actives have a fitted effect of over 45% in size
#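 ATM-like activity read as KAP-1 phosphorylation via AlphaLISA donor/acceptor antibody pairs after lysis and 6 hr at 25C. Cells were ATM-null patient fibroblasts ([…], hTERT), dosed 60 min, then exposed to the DSB inducer NCS for 30 min.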
# Giardia killer = Small Molecules that selectively kill Giardia lamblia: qHTS. Giardia lamblia trophozoite viability. activity change, % at 7.66 µM, hits read low. 340,000 compounds, 0.15% hits. AID 540267, 2011; in the data active means activity change below about -80%; inconclusive means between about -30% and that limit;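 further: parasites exposed to compound for two days anaerobically before the ATP read; on the % scale 0 is the no-effect control and ±100 the full control effect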
#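 Media and compound were dispensed first, then trophozoites at 100 cells/well; plates sat 48 hrs at 37 deg C without oxygen before ATP luminescence reagent was added and read after 15-30 min at room temperature.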
# Numbers without * were called inactive; i = inactive; ? = inconclusive; . = not tested or not shown; [ ] = another dose, or the depositor's remark. Unless noted, the call rests on the fitted dose curve; in most records, active means well fitted curve in the direction sought with a large enough effect; inconclusive means small, poorly fitted or top-dose-only effect, or another doubt; inactive means no such curve, though single readings can be large; an effect the other way counts as inactive or inconclusive.
SMILES,MLL CXXC-DNA inh,Chronic BCR inh,GALK inhibitor,TCR act,TSHR antagonist,Tb PFK block,hERG WT inh,Coupling enz,AT treatment,Giardia killer
Nn1c(SCC(=O)Nc2nccs2)nnc1-c1ccco1,.,5%,.,-3%,10,0%,3,.,0%,6
O=C(COC(=O)/C=C/c1ccc(F)cc1)NCC1CCCO1 (stereo not drawn),.,3%,.,-10%,.,-1%,1,.,14%,-3
CSc1ccccc1-n1nnnc1SCC(=O)NCc1cccs1,10%,5%,0%,4%[46.1 µM],2,2%,12,-1,-4%,-4
COc1ccc(/C=C/C(=O)OCC(=O)c2ccc[nH]2)cc1,.,1%,.,1%,-9,0%,-8,.,2%,-28
CC(=O)Nc1nc2n(n1)C(c1ccccc1)C=C(c1ccccc1)N2 (stereo not drawn),-9%,0%,-3%,.,-6,-8%,-3,-3,0%,-7
CNC(=O)c1ccc(NC(=O)CCc2c(C)noc2C)cc1,.,-3%,.,0%,-16,-5%,-4,.,-1%,22
COc1cccc(NC(=O)Cn2c3ccccc3c3nc4n(c(=O)c32)CCS4)c1,-5%,-6%,9%,4%,34,1%,1,-4,3%,-2
Cc1ccccc1OCCOC(=O)c1c(-c2ccccc2)noc1C,0%,?,4%,-1%,-4,-1%,4,0,24%,4
O=C(Nc1cccc(F)c1)NC1CCCCCCC1,0%,6%,-10%,-1%,11,0%,24,.,4%,13
O=C(OCCN1C(=O)c2ccccc2C1=O)c1cccs1,-2%,-8%,0%,-16%,-5,2%,-2,0,0%,-18
CCCCN(C(=O)Cc1coc2cc(C)c(C)cc12)c1c(N)n(Cc2ccccc2)c(=O)[nH]c1=O,.,?,.,1%,-1,0%,-1,.,0%,-18
COc1ccc(NC2=C(Cl)C(=O)N(CCc3ccccc3)C2=O)c(OC)c1,-15%,12%,-1%,1%[46.1 µM],-40,3%,-3,1,-18%,-6
COc1cccc(C2CNC3(CCCC(C)C3)c3[nH]c4ccccc4c32)c1OC (stereo not drawn),0%,?,-2%,-2%,-1,-2%,-3,-5,2%,18
CCOC(=O)c1cc(NC(=O)c2cccnc2)cc(C(=O)OCC)c1,15%,3%,2%,1%,14,-2%,0,2,5%,8
O=C(Cn1nnc(-c2ccncc2)n1)N1CCc2ccccc21,14%,-3%,0%,.,-1,0%,4,3,-9%,2
Clc1ccc(-n2nnnc2-c2cnc(-c3ccccn3)nc2-c2cccs2)cc1,-8%,-21%,-2%,1%[46.1 µM],41,0%,-9,-9,2%,-7
CCCCn1c(N)c(N(CC(C)C)C(=O)CN2C(=O)c3ccccc3C2=O)c(=O)[nH]c1=O,.,3%,.,-8%,-10,-2%,-6,.,-10%,-2
CC1=C(C)CC(C(=O)Nc2nc(C)cs2)C(C(=O)O)C1 (stereo not drawn),-8%,-1%,-2%,.,5,1%,1,-4,5%,1
COc1ccc(C(=O)N[C@H](C(=O)NCc2ccccc2)C(C)C)cc1,1%,8%,-2%,-1%,3,-6%,-2,-1,2%,-4
Cc1cccc(NC(=O)CNC(=O)CSc2nc(N)cc(N)n2)c1C,.,-3%,.,0%,3,11%,-2,.,-3%,5
CCN(CC(=O)NC(C)(C)C)C(=O)C(c1ccccc1)c1ccccc1,0%,-3%,-3%,5%,3,1%,-9,1,-6%,-1
Cc1cc(C(=O)O/N=C(\N)c2ccncc2)ccc1[N+](=O)[O-],1%,0%,-3%,1%,-16,-1%,-10,5,-5%,1
NC(=O)CN(Cc1ccccc1)S(=O)(=O)c1ccc2c(c1)OCCO2,-1%,-6%,6%,4%,-11,-9%,-8,0,-7%,-6
CCNS(=O)(=O)c1ccc(NC(=O)Nc2ccc3c(c2)OCO3)cc1,-2%,?,2%,10%,23,-19%,22,1,14%,8
COc1ccc(C(=O)NNC(=O)CSc2nnnn2-c2cc(OC)cc(OC)c2)cc1,6%,-7%,-4%,-4%,-3,1%,-6,0,6%,19
O=C(C1=NN[C@@H]2C(=O)N(Cc3ccccc3)C(=O)[C@H]12)c1ccc(F)cc1,-7%,6%,2%,5%,2,0%,-6,0,-8%,9
CCC(C)c1ccc(NC(=S)NCCn2cc(Br)cn2)cc1 (stereo not drawn),18%,?,-1%,3%,-11,1%,-3,-1,6%,2
O=C(O)c1cc(N/N=C/c2ccc3c(c2)OCCO3)ccc1Cl,-1%,?,-5%,3%[46.1 µM],-7,10%,4,0,2%,10
Cc1ccccc1CS(=O)(=O)c1cn(CC(=O)N2CCOCC2)c2ccccc12,12%,-11%,-2%,2%,8,-1%,-9,.,10%,12
Cc1cc2ncn(-c3ncnc4sc5c(c34)CCCC5)c2cc1C,1%,5%,-3%,-1%,3,5%,0,8,-6%,-4
CC(C)(C)OC(=O)N1CCC(c2c(C(=O)O)cnn2-c2ccccc2Cl)CC1,2%,-4%,-3%,-6%,-4,0%,-3,8,-7%,-9
CC(C#N)(NC(=O)CN1CCN(S(=O)(=O)c2ccccc2Cl)CC1)C1CC1 (stereo not drawn),.,-2%,.,0%,-12,-2%,3,.,3%,-2
O=S(=O)(Cc1cccc(F)c1)c1c[nH]c2ccccc12,0%,-1%,2%,-3%,-2,0%,2,-19,1%,-14
COc1ccc(-n2c(SCC(N)=O)nnc2-c2ccco2)cc1,4%,2%,8%,3%,-11,0%,-8,4,6%,-10
Cc1c(Cl)c(=O)oc2cc(OCC(=O)N3CCCC(C)C3)ccc12 (stereo not drawn),.,-4%,.,6%,.,-7%,-3,.,10%,5
CCC[C@@H](CN[C@@H](CNC)C(C)C)NCCCCc1ccccc1,13%,?,.,-3%,6,-1%,8,-1,-3%,-13
COc1cccc(C(=O)O[C@H]2[C@H](Cc3ccccc3)NS(=O)(=O)[C@H]3C[C@@H]4C=C[C@]23O4)c1,.,-3%,.,-7%,15,-2%,8,.,-7%,17
COC(=O)c1ccc(Sc2nnnn2-c2ccccc2)c([N+](=O)[O-])c1,-3%,?,3%,-7%,7,0%,-11,-1,6%,-7
CCOc1ccccc1N1CCN(C(=S)NCc2ccco2)CC1,-2%,?,1%,17%[46.1 µM],-23,0%,-1,2,4%,0
CCOC(=O)c1cn(CC(=O)Nc2cccc(Cl)c2C)nn1,3%,-1%,-2%,10%,15,-2%,32,-1,-3%,1
Cc1cc(C(=O)Cn2cc(C(F)(F)F)ccc2=O)c(C)n1-c1ccccc1,-8%,?,0%,2%[46.1 µM],-1,-4%,11,-1,1%,9
COc1cccc(NC(=S)N(CCCN2CCCC2)Cc2ccco2)c1,3%,-10%,9%,-10%,6,4%,6,1,1%,27
Cc1ccc(N2C(=O)CSCC2=O)cc1,-8%,?,-1%,3%,1,-1%,3,0,1%,-11
CCOC(=O)c1csc(-c2ccc(OC)c(OC)c2)n1,0%,-1%,1%,3%,0,5%,i,-2,0%,46[activator]
Cc1c(-c2ccc(OCc3ccccc3)cc2)nc2ccccc2c1C(=O)O,-22%,7%,.,-7%,6,-1%,-13,14,14%,-9
CCOc1ccc(NC(=O)N2CCC(NC(=O)C(Cc3ccc(OC)c(OC)c3)NC(C)=O)CC2)cc1 (stereo not drawn),-5%,-1%,-1%,.,2,-1%,-5,2,-2%,-4
CN(C1CC(C)(C)NC(C)(C)C1)S(=O)(=O)CC12CCC(CC1=O)C2(C)C (stereo not drawn),-4%,0%,-2%,6%,-8,0%,1,1,3%,3
CCOC(=O)N1CCN(C(=O)CSc2ccc(-c3ccncc3)nn2)CC1,9%,-7%,1%,-1%,2,0%,-8,1,-3%,-7
CCOC(=O)c1ccc(N2CCOCC2)c(NC(=O)COCC(=O)O)c1,-9%,5%,.,1%,12,7%,0,3,5%,-11
CCOc1ccc(/C=N/NC(=O)c2c(-c3ccccc3)noc2C)cc1,3%,-1%,-1%,3%[46.1 µM],4,0%,-9,0,1%,2
